High-throughput results: PubChem BioAssay, National Center for Advancing Translational Sciences (NCATS)
MCF10A rerep: induces DNA re-replication in MCF 10a normal breast cells | 2.9% of 350,000 active | Potency, µM (series often up to 46.1 µM), for inactives: top-dose activity, positive = re-replication, most hits filed as activators | MCF 10A DNA re-replication, Hoechst nuclear intensity, 48 h | AID 624296; note: potency is the fitted concentration of half-maximal effect; % of control where 0% means no effect; nearly all actives have a fitted effect of over 50% in size
SW480 rerep: inducers of DNA re-replication in SW480 colon cancer cells. Potency, µM (titrated, usually from 46.1 µM), without a hit: at the highest dose re-replication activation, actives largely listed as activators. AID 624297. 1.8% of 340,000 active. SW480 DNA re-replication, Hoechst DNA content imaging, 48 h; note: potency is the fitted concentration of half-maximal effect; % of control where 0% means no effect; nearly all actives have a fitted effect of over 55% in size
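Compounds, transferred as 23 nL by pin tool, were incubated with cells for 48 hr; DNA content per nucleus was then quantified by Hoechst staining and fluorescence plate imaging.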
HT1080-NT tox: kills 2HG-producing HT-1080-NT fibrosarcoma cells; HT-1080-NT fibrosarcoma viability, CellTiter-Glo ATP luminescence, 48 h; Potency, µM (titrated, usually from 46.1 µM), for inactives: at the top dose activity, negative = less viability, usual class: cytotoxic; 1.6% of 360,000 active;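 note: NT is the 2HG producing partner of a matched IDH1 knockdown line; potency is the fitted concentration of half-maximal effect; 0% = DMSO-treated cells and -100% = media-only wells without cells; nearly all actives have a fitted effect of over 55% in size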
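750 cells/well, RPMI + 5% FBS; 2 h settle, compound pin-transfer, 48 h at 37 degrees C. CellTiter-Glo 10 min RT, luminescence. Normalized to DMSO and media-only wells.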
IL-1B inflam inh: blocks inflammasome-driven IL-1 beta release | activity change, % at 57.5 µM | 4.7% of 360,000 active | AID 743279 | THP-1 LPS/ATP IL-1B secretion, AlphaLISA, 16 h; stronger effect = lower value; in the data active = activity change below about -50%; inconclusive = mostly about -30% to -49%; note: % is set by controls: 0 for no effect and ±100 for the full control effect
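THP-1 cells pretreated 1 hr with compounds (up to 57.5 uM final), then stimulated with LPS (250 ng/mL final) plus ATP (1.25 mM final); secreted IL-1B measured by AlphaLISA after 16 hr, decreased signal indicating inhibition.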
ATXN viability: reduces viability in counter-screen for ATXN expression inhibitors; Potency, µM (highest dose often 56.7 µM), most hits filed as cytotoxic; 0.49% of 400,000 active; S2 cells (HEK-293 line with an ATXN2-luciferase reporter) viability, CellTiter-Fluor protease fluorescence, 24 h; note: potency is the fitted concentration of half-maximal effect; nearly all actives have a fitted effect of over 40% in size
KB-3-1 cytotox: KB-3-1 parental cell cytotoxicity; KB-3-1 viability, CellTiter-Glo ATP luminescence, 72 h; Potency, µM (series often up to 46.1 µM), without a hit: at the top dose activity change, negative = cytotoxic, most hits filed as cytotoxic; 1.4% of 400,000 active; AID 1347075; note: potency is the fitted concentration of half-maximal effect; % is set by controls: 0 for no effect and ±100 for the full control effect; nearly all actives have a fitted effect of over 60% in size
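Parental KB-3-1 adenocarcinoma cells in phenol-red-free DMEM with 10% FBS were pin-treated with compounds at several concentrations, incubated 72 h at 37 °C, and viability read by CellTiter-Glo luminescence; concentration-effect curves were fitted after normalization.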
KB-V1 cytotox: KB-V1 MDR subline cytotoxicity | KB-V1 MDR cells viability, CellTiter-Glo, 72 h | Potency, µM (titrated, usually from 46.1 µM), for the others: at the top dose activity change, negative = cytotoxicity, actives largely listed as cytotoxic | 3.4% of 400,000 active; note: potency is the fitted concentration of half-maximal effect; % is set by controls: 0 for no effect and ±100 for the full control effect; nearly all actives have a fitted effect of over 60% in size
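Luminescent ATP read-out (CellTiter-Glo, 10 min) measures survival of drug-selected KB-V1 MDR cells after 72 h, 37 degrees C compound exposure. Medium: phenol-red-free DMEM, 10% FBS. Values from fitted concentration-response curves.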
HT1080 IDH1KD tx: kills HT-1080 cells with IDH1 knockdown | 2% of 360,000 active | Potency, µM (doses to about 46.1 µM), without a hit: top-dose activity, negative = toxicity, hits mostly cytotoxic | HT-1080 IDH1 knockdown viability, ATP luminescence, 48 h | AID 686971;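 note: potency is the fitted concentration of half-maximal effect; 0% = DMSO wells and -100% = cell-free medium wells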
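Viability of IDH1-knockdown HT-1080 fibrosarcoma cells was assessed by CellTiter-Glo after 48 h at 37 °C with titrated compound; concentration-effect curves were classified by fit quality and response size.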
ATXN2 expr inh: inhibitors of ATXN2 expression. 0.72% of 360,000 active. HEK-293 ATXN2-luciferase reporter, luminescence, 24 h. Potency, µM (top dose mostly 57 µM), for inactives: at the top dose activity change, negative = inhibition, most hits filed as inhibitors; note: potency is the fitted concentration of half-maximal effect; % is set by controls: 0 for no effect and ±100 for the full control effect; nearly all actives have a fitted effect of over 55% in size
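qHTS (up to 57 uM final) was run with 24 h compound exposure of reporter cells at 37 °C. Each well was multiplexed: SteadyGlo luminescence measured ATXN2-luciferase expression after a fluorogenic Gly-Phe-AFC viability readout (25 uM final).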
The depositor's hits bear a star; i = inactive; u = inconclusive; x = not tested or not shown; & = joins results of further samples; [ ] = dose if it differs, or a comment. Unless noted, calls come from the whole dose curve; as a rule, active = well fitted curve in the direction sought with a large enough effect; inconclusive = small, poorly fitted or top-dose-only effect, or another doubt; inactive = no such curve, though single readings can be large; an effect the other way counts as inactive or inconclusive.

The first 3 records, to show the layout:
SMILES | MCF10A rerep | SW480 rerep | HT1080-NT tox | IL-1B inflam inh | ATXN viability | KB-3-1 cytotox | KB-V1 cytotox | HT1080 IDH1KD tx | ATXN2 expr inh
CNS(=O)(=O)c1cccc(C(=O)OCC(=O)Nc2ccc(N3CCCCC3)cc2)c1 | u | 12% | -3% | 0 | i | -4% | -11% | 1% | -1%
CCOCCCNC(=S)NCCCNc1nc2cc3c(cc2cc1C#N)OCO3 | u | u | u | 15 | i | -1% | -26% | -10% | -14%
CCN(CC(=O)NCc1cccs1)S(=O)(=O)c1c(F)cccc1F | 2% | -3% | 0% | -1 | i | 5% | 15% | 0% | x

The list itself (from the top)
SMILES | MCF10A rerep | SW480 rerep | HT1080-NT tox | IL-1B inflam inh | ATXN viability | KB-3-1 cytotox | KB-V1 cytotox | HT1080 IDH1KD tx | ATXN2 expr inh
CNS(=O)(=O)c1cccc(C(=O)OCC(=O)Nc2ccc(N3CCCCC3)cc2)c1 | u | 12% | -3% | 0 | i | -4% | -11% | 1% | -1%
CCOCCCNC(=S)NCCCNc1nc2cc3c(cc2cc1C#N)OCO3 | u | u | u | 15 | i | -1% | -26% | -10% | -14%
CCN(CC(=O)NCc1cccs1)S(=O)(=O)c1c(F)cccc1F | 2% | -3% | 0% | -1 | i | 5% | 15% | 0% | x
CN1CCN(c2ccccc2NC(=O)Cn2ncc3c([nH]c4ccccc43)c2=O)CC1 | -2% | u | -2% | -3 | i | -3% | -2% | -1% | x
CCOC(=O)c1cc(C(=O)OCC)cc(-n2cc(O)c(C(=O)OCC)n2)c1 | -7% | 11% | 11% | 38 | i | -1% | 2% | 1% | 2%
CCc1ccc(NCc2ccc(OC)c(Cn3ccnc3)c2)cc1 | -8% | 4% | u | 0 | i | -8% | -24% | -27% | -25%
CC1=CC(C)(C)NC(=O)N1c1ccc(C)cc1 | -3% | -3% | 2% | 27 | i | -1% | -5% | 10% | 42%[activator]
C=CCNC(=S)Nc1cccc2[nH]ncc12 | 0% | -2% | 18% | 21 | u | 18% | -12% | 16% | -2%
N=c1sccn1CC(=O)Nc1ccc([N+](=O)[O-])cc1Cl | 11% | 0% | -12% | u | i | 19% | u | -6% | -18%
COc1ccnc(Oc2ccc(F)cc2)c1C(=O)N/C=N/OCc1c(Cl)cccc1Cl | 0% | 2% | -29% | u | i | -13% | u | -11% | -28%
O=C(CSc1nnc(-c2c[nH]c3ccccc23)o1)c1ccccc1 | u | -2% | u | 9 | i | 10% | -8% | 6%[9.24 µM] | 20%
CN(C)S(=O)(=O)Oc1ccccc1C(=O)Nc1ccc(F)cc1F | -3% | 2% | 16% | -4 | i | -4% | 0% | 6% | 6%
CCOC(=O)N1CCN(C(=O)COC(=O)c2cccc(S(C)(=O)=O)c2)CC1 | -31% | 2% | 3% | -7 | i | 17% | 25% | 4% | 3%
CN(C(=O)CCNC(=O)N1CC(=O)Nc2ccccc21)C1CCCCC1 | -1% | -7% | 14% | 4 | i | -9% | 2% | -3% | 3%
Cc1c(NC(=O)/C(=C\c2ccccc2)NC(=O)c2ccccc2)c(=O)n(-c2ccccc2)n1C | -6% | 1% | -4% | -26 | i | 0% | -2% | -6% | -5%
CN(C)c1nc(N)nc(CSc2nnnn2-c2ccccc2)n1 | 22% | -14% | 11% | 0 | i | 5% | -10% | 4% | 6%
O=C(NC(=S)NC1CCSC1=O)c1cccs1 (stereo not drawn) | 8% | -2% | -4% | -15 | i | -14% | -5% | -5% | -11%
O=C(COC(=O)C1CCN(S(=O)(=O)c2ccc3c(c2)OCCO3)CC1)Nc1ccccc1OC(F)F | u | 11% | 21% | 28 | i | 15% | 0% | 24% | 2%
Cc1ccc(-c2cc(C(F)(F)F)n3ncc(C(=O)N4CCN(C)CC4)c3n2)cc1 | 0% | 1% | 2% | u | i | 0% | -14% | 0% | 1%
CN(C)c1ccc(/C=N/Nc2cc(N3CCOCC3)nc(N3CCOCC3)n2)cc1 | 0% | 6% | 11% | -2 | i | -1% | -6% | 2% | u
CC(C)(C)N(NC(=O)Nc1ccccc1)C(=O)c1ccccc1Cl | -7% | -3% | 13% | 3 | i | 1% | u | 14% | 6%
Cc1ccc(-c2nc3ccccc3o2)cc1NC(=O)c1ccc2c(c1)OCO2 | -183%[0.0737 µM] | -23% | 5% | 2 | u | -3% | 0% | 14% | 41%[activator]
CCc1ccc(CN(C)C(=O)C2CCC(=O)N(CCCN3CCCC3=O)C2)cc1 (stereo not drawn) | -5% | 2% | 9% | 3 | i | 12% | u | 6% | 1%
COc1ccccc1N1CCN(C(=O)CCc2nnc3n(C)c(=O)c4sccc4n23)CC1 | x | x | x | x | i | -21% | -17% | x | 3%
CC1(C(=O)NS(=O)(=O)c2ccc(C#N)cc2)CCN1C(=O)C1(c2ccccc2)CC1 (stereo not drawn) | x | x | 20% | 25 | i | 0% | 5% | 6% | 6%
CC1CCN(C(=O)CN(CCc2ccccc2)S(C)(=O)=O)CC1 | 0% | 0% | 16% | -17 | u | 5% | 0% | 7% | 5%
C[C@@H]1CN([C@@H](C)CO)C(=O)CCCn2nncc2CO[C@@H]1CN(C)S(=O)(=O)c1ccc(F)cc1 | x | x | 15% | 12 | i | 0% | 0% | 14% | 4%
COc1ccc(N2CCN(C(=O)COC(=O)CCc3ccccc3OC)CC2)cc1 | u | 1% | 8% | 15 | i | 4% | 21% | 10% | 0%
O=C(NCc1ccc(Cl)cc1)c1ccccc1Oc1ccccc1 | u | 6% | -1% | -20 | i | 0% | 0% | -10% | 14%
COc1ccccc1NC(=O)c1nnn(CC(=O)Nc2cccc(SC)c2)c1N | 7% | -6% | -9% | 10 | u | u | -22% | -6% | -9%
O=S(=O)(c1ccccc1)c1nc(-c2ccco2)oc1SCc1ccc(F)cc1 | x | x | x | x | i | 2% | -6% | x | 0%
CC(=O)c1ccc(NC(=O)CSc2nnc(-c3ccncc3)o2)cc1 | -2% | -2% | -4% | -4 | i | 18% | u | -2% | 4%
COc1ccc(C(c2sc3nc(C)nn3c2O)N2CC(C)OC(C)C2)cc1OC (stereo not drawn) | -9% | -2% | -2% | 0 | i | 10% | 8% | 3% | -15%
COc1ccc(NC(=O)CCCn2c(=S)[nH]c3ccccc3c2=O)cc1 | 0% | -3% | -15% | 4 | i | -1% | -7% | 8% | -22%
Cc1ccc2nc(-c3ccc(O)cc3)c(Nc3ccc4c(c3)OCCO4)n2c1 | -1% | -2% | 6% | -22 | u | u | 1%&0% | -9% | 3%&-18%
Cc1ccccc1N(CC(=O)NCc1ccco1)C(=O)CNS(=O)(=O)c1ccc(F)cc1 | u | u | -16% | -13 | i | -12% | -14% | -8% | 6%

Looked up by compound from above (2):
SMILES | MCF10A rerep | SW480 rerep | HT1080-NT tox | IL-1B inflam inh | ATXN viability | KB-3-1 cytotox | KB-V1 cytotox | HT1080 IDH1KD tx | ATXN2 expr inh
COc1ccc(N2CCN(C(=O)COC(=O)CCc3ccccc3OC)CC2)cc1 | u | 1% | 8% | 15 | i | 4% | 21% | 10% | 0%
CC1CCN(C(=O)CN(CCc2ccccc2)S(C)(=O)=O)CC1 | 0% | 0% | 16% | -17 | u | 5% | 0% | 7% | 5%

An excerpt from above in order of the IL-1B inflam inh value, rising:
| molecule | IL-1B inflam inh |
| --- | --- |
| CC1CCN(C(=O)CN(CCc2ccccc2)S(C)(=O)=O)CC1 | -17 |
| COc1ccc(C(c2sc3nc(C)nn3c2O)N2CC(C)OC(C)C2)cc1OC (stereo not drawn) | 0 |
| Cc1ccc(-c2nc3ccccc3o2)cc1NC(=O)c1ccc2c(c1)OCO2 | 2 |
| CN(C(=O)CCNC(=O)N1CC(=O)Nc2ccccc21)C1CCCCC1 | 4 |
| C=CCNC(=S)Nc1cccc2[nH]ncc12 | 21 |
| CC1(C(=O)NS(=O)(=O)c2ccc(C#N)cc2)CCN1C(=O)C1(c2ccccc2)CC1 (stereo not drawn) | 25 |

Next section:
SMILES | MCF10A rerep | SW480 rerep | HT1080-NT tox | IL-1B inflam inh | ATXN viability | KB-3-1 cytotox | KB-V1 cytotox | HT1080 IDH1KD tx | ATXN2 expr inh
Cc1ccc([N+](=O)[O-])cc1Nc1nc(N2CCOCC2)nc(N2CCOCC2)n1 | 1% | -2% | 16% | -21 | i | 6% | 6% | 1% | -13%
Cc1nn(Cc2ccccc2)c(C)c1NC(=O)CSc1nc(-c2ccccc2)nc2c1cnn2-c1ccccc1 | -1% | -8% | 0% | 10 | u | 10% | -1% | 3% | 3%
C=CCOc1ccc(/C=C/C(=O)OCC(=O)NC2CCCCCCC2)cc1 | 10% | u | 8% | 11 | i | -4% | -8% | 0% | -28%
COc1cccc(-n2c(SC)nnc2-c2cnccn2)c1 | 25% | 0% | 3% | -2 | i | 0% | -9% | 11% | 17%
CCOCCCNC(=O)CN1C(=O)/C(=C/c2ccccc2)Sc2ccccc21 | 0% | -1% | 7% | u | i | 5% | 15µM* | 3% | -1%
CCOC(=O)c1cccc(NC(=O)C2CCC(CNc3c(N4CCOCC4)c(=O)c3=O)CC2)c1 (stereo not drawn) | 5% | -10% | 18% | -11 | i | -30% | 5% | 2% | 5%
Cc1c(Cl)cccc1-n1ncc(C(=O)Nc2ccc3c(c2)OCCO3)c1C1CCN(C(=O)OC(C)(C)C)CC1 | x | x | x | x | u | -5% | -6% | x | u
CC(C)NC(=O)c1ccccc1-c1nc(-c2ccccc2Cl)no1 | 0% | -8% | -1% | 13 | i | -1% | u | 0%[9.24 µM] | 7%
COc1ccc(C(C#N)=C2C=CC(=NO)C(C)=C2Cl)cc1 | 9% | u | 1% | -82* | u | 1% | -3% | -24% | -26%
C=CCSc1n[nH]c(-c2ccccc2)n1 | -14% | -2% | 23% | -6 | i | -3% | 14% | 15% | 47%[activator]
